# Screens from PubChem.
# Lipid storage S3 – qHTS Assay for Lipid Storage Modulators in Drosophila S3 Cells | Drosophila S3 cells, BODIPY lipid droplet fluorescence, 18-24 h; cells fed with added oleic acid | 320,000 tested, 0.64% active | lipid storage change, negative = inhibition, % at the top dose, mostly 46.1 µM; hits show Potency in µM; active means well fitted inhibition curve with a large enough effect in the signal ratio, with a control signal flat, not every such curve was filed as active; inconclusive means small, poorly fitted or top-dose-only effect, or effect the other way, or a change in a side signal; the % refers to the signal ratio
#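 Drosophila S3 cells got compounds at several concentrations plus oleic acid (400 uM solution). Laser-scanning cytometry with 488 nm excitation read lipid droplets at 500-530 nm and cells at 575-640 nm. Percent activity was relative to 20 uM Triacsin C.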
# Lipid storage S3 cell count max – also measured in Lipid storage S3; calls as there; cell number change, %; measured here: cell count max response;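 cells counted by Cell Tracker Red CMTPX staining in the red channel; peak over a dose series mostly up to 46.1 µM; percent activity relative to internal control wells on each plate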
# Starred values were filed as active, the others as inactive; i = inactive; ? = inconclusive; / = not tested or not shown; [ ] = remark or other dose. On the % scale 0 is the no-effect control and ±100 the full control effect; potency means the concentration at half of the fitted maximal effect. These rows are one share of the data; count on the stated rates, not on these rows.
# Fields: Lipid storage S3, Lipid storage S3 cell count max
N#Cc1c2c(nc(N)c1-c1ccccc1)CCCCC2
  i, -5.1
Cc1ccc(-c2nnc(SCC(=O)Nc3nc4c(s3)CCCC4)n2C)cc1
  ?, /
Cc1nn(-c2ccccc2)c(Cl)c1C(=O)NNC(=O)c1ccncc1
  5.5%, -1.4
Cc1cccc(C)c1NC(=O)CNc1ncnc2sc(C)c(C)c12
  ?, /
COc1cc2c(cc1OC)C(c1ccc3c(c1)OCO3)C1=C(CC(C)(C)CC1=O)N2 (stereo not given)
  -20.1%, -17.2
Cc1ccccc1NC(=S)NCc1ccc2c(c1)OCO2
  ?, /
CC(=O)NCCC(=O)Nc1cccc(S(=O)(=O)N(C)c2ccccc2)c1
  ?, /
O=C(C1CCN(S(=O)(=O)c2ccccc2F)CC1)N1CCCC1
  11.2%, 13.3
Cc1cccc(NC(=O)CSc2nc3[nH]c(=O)cc(O)c3s2)c1
  ?, /
CCCc1nc2ccccc2c(C(=O)OCC(=O)N2CCc3ccccc32)c1CC
  -12.2%, -14.2
COc1cnc(-c2ccccc2)nc1Sc1ccccc1
  9.3%, 14.5
CCCC(O)(CCC)C(=O)NN1CCCCC1
  10.7%, -0.5
CC/C(=N/NC(=O)CNc1ccc(Cl)cc1C)c1ccccc1
  5.7%, -0.5
Cc1cc(NS(=O)(=O)c2ccc(NC(=O)c3cnc4sccn4c3=O)cc2)nc(C)n1
  1.7%, 2.7
C[C@@H](C(=O)NCc1c(F)cccc1Cl)N1C(=O)N2CCc3c([nH]c4ccccc34)[C@@]2(C)C1=O
  ?, /
CC(C)CC(COCc1ccc(Cl)cc1)N1CCN(C(=O)c2ccc(C(F)(F)F)cc2)CCC1=O (stereo not given)
  ?, /
COCCN1Cc2cccc(C(=O)Nc3ccc(S(=O)(=O)N4CCCCCC4)cc3)c2C1=O
  4.7%, 7.2
CC(=O)c1c(-c2ccccc2)c2cc(Cl)ccc2[nH]c1=O
  -22.6%, 5.0
COC(=O)c1ccc(N2CCc3ccccc32)c([N+](=O)[O-])c1
  ?, /
CCc1nc(Nc2ccccc2F)c2oc3ccccc3c2n1
  ?, /
O=C1C=C(c2ccc(Oc3ccccc3)cc2)C[C@@H](c2ccc(Cl)cc2)C1
  ?, /
Cc1cc(N2CCN(C)CC2)nc2ccc(NC(=S)N3CCN(c4ccccn4)CC3)cc12
  ?, /
C/C(=N\NC(=O)CNC(=O)C(c1ccccc1)c1ccccc1)c1ccc(C(C)(C)C)cc1
  ?, /
CC(C(=O)Nc1ccc(Cl)cc1)N(C)Cc1cccs1 (stereo not given)
  ?, /
O=c1[nH]c(=O)n(-c2ccccc2)c2c1C(C(F)(F)F)(C(F)(F)F)N=C(CCC1CCCCC1)N2
  -30.8%, /
Cc1occc1C(=O)Nc1cccc(Cn2cccn2)c1
  ?, /
COC(=O)C(C)N(C(=O)c1cccc2ccccc12)c1c(C)cccc1C (stereo not given)
  ?, /
Cc1ccc(-c2nnc(N3CCCCC3)c3ccccc23)cc1S(=O)(=O)NCC1CCCO1 (stereo not given)
  ?, /
COc1cc2cc(CN(Cc3nnnn3C3CCCC3)C3CCCC3)c(=O)[nH]c2cc1OC
  ?, /
COc1ccc(OCCOC(=O)CNS(=O)(=O)c2ccc(SC)c([N+](=O)[O-])c2)cc1
  ?, /
CCC(=O)N1CCN=C1SCc1cc(C)ccc1C
  ?, /
COc1cccc(N2CCN(C(=O)c3ccc(CS(=O)c4ccc(Cl)cc4)o3)CC2)c1 (stereo not given)
  ?, /
CC(C)NC(=O)NCCCCCCS(C)=O (stereo not given)
  -15.4%, 4.3
C/C(=N/Nc1ccc(Cl)cc1)c1cnnc(-c2ccccc2)n1
  9.7%, 8.5
CC1=C(C(=O)NCc2ccco2)C2(CCC(C)CC2)OC1=O (stereo not given)
  -2.3%, 0.3
CN(Cc1ccccc1)C(=O)COC(=O)c1ccccc1SCC(=O)N1CCCC1
  i[0.0737 µM], -13.8
COc1ccc(Cl)cc1C(=O)NNC(=S)NC(=O)c1cc(-c2ccccc2)nc2ccccc12
  6.7%, -4.2
CCOC(=O)c1c(S(=O)(=O)N2CCc3ccccc32)c(C)n(C)c1C
  -9.5%, /
CC1(C)CC(=O)C2=C(C1)N=c1s/c(=C/c3ccc(F)c(F)c3)c(=O)n1C2c1ccc(F)cc1 (stereo not given)
  ?, /
Cc1cc(Cl)ccc1NC(=O)CCC(=O)O
  ?, /
CC(c1ccccc1)N1CC(C(=O)Nc2nccs2)CC1=O (stereo not given)
  ?, /
O=c1c2ccccc2c(/C=N/c2ncn[nH]2)c(O)n1Cc1ccccc1
  ?, /
Cc1ccc(C)c(C(=O)Cn2c(NCCO)nc3ccccc32)c1
  15.6%, 2.3
Cc1nc(-c2ccc(F)cc2)c(CC(=O)NCC(=O)Nc2ccc(F)c(F)c2)s1
  ?, /
COCC(=O)N1CCC(n2nccc2NC(=O)CCOc2ccccc2)CC1
  i, -13.0
O=C(CCC(=O)NCCCc1ccccc1)NCCCc1ccccc1
  ?, /
COc1ccc(CCNC(=O)c2c(N)no[n+]2[O-])cc1OC
  ?, /
Cc1ccc2occ(/C=N/O)c(=O)c2c1
  ?, /
Cc1cc(N)ccc1N=Nc1c(C)n(C)n(-c2ccccc2)c1=O
  3.1%, 2.1
COc1ccc(CC(=O)O/N=C(\N)c2ccc(C)cc2)cc1
  9.9%, /
O=C1C(=O)N(CCS(=O)(=O)c2ccccc2)c2ccc(Cl)cc21
  -10.7%, -0.3
CCCCC(=O)Nc1cc(OC)c(NC(=O)C2CCCCC2)cc1OC
  ?, /
Cc1[nH][nH]c(=O)c1N=Nc1ccc(Cl)cc1
  0.4%, -0.1
CC(C)CN(CC(C)C)C(=O)COn1nnc2ccc(S(=O)(=O)N3CCOCC3)cc21
  4.6%, 3.8
O=C(C1CCC1)N1CCC(c2nc3c(nnn3Cc3c(F)cccc3Cl)c(=O)[nH]2)CC1
  10.0%, -15.9
O=[N+]([O-])c1ccccc1/C=C/C=N/n1c(-c2ccccc2)n[nH]c1=S
  ?, /
COc1ccccc1CC(=O)N1CCN(S(=O)(=O)c2ccccc2)CC1
  ?, /
Cc1ccc(Nc2cc(C)nc3c(C)ccc([N+](=O)[O-])c23)cc1
  ?, /
CCN(c1ccccc1)S(=O)(=O)c1ccc(OC)c(NC(=O)c2c(C)noc2C)c1
  ?, /
O=C(CC(SCCO)c1ccc2c(c1)OCO2)c1ccco1 (stereo not given)
  ?, /

# The listing continues:
# Fields: Lipid storage S3, Lipid storage S3 cell count max
CCOc1ccc(S(=O)(=O)NCCC(=O)NCC2COc3ccccc3O2)cc1 (stereo not given)
  ?, /
CC1=C(C(=O)OC(C)(C)C)C(c2cccs2)NC(=O)N1 (stereo not given)
  5.9%, 16.7
CN(C)S(=O)(=O)Oc1ccccc1C(=O)Nc1ccc(F)cc1
  ?, /
COc1ccc(OC)c(CCNC(=O)c2cccc(NC(=O)C3=C(C)OCCS3)c2)c1
  i, -20.6
CCC(=O)Nc1nnc(Cc2ccccc2)s1
  ?, /
CCOC(=O)C1CCN(C(=O)CN(c2ccc(OC)cc2)S(=O)(=O)c2c(C)nn(C)c2C)CC1
  -0.9%, 3.9
Cc1ccc(C)c(CSc2nnc(CCN)o2)c1
  ?, /
O=C(COC(=O)c1ccccc1F)NC1CC1
  ?, /
COC(=O)c1ccc(COc2ccc(F)cc2)o1
  ?, /
CC(C)CNC(=O)COc1ncnc2sccc12
  i, 8.1
CCN1CCN(C(=O)Cn2ncc3c([nH]c4ccccc43)c2=O)CC1
  i, 2.4
Cn1c(=O)c2ncn(CC(=O)NCCOc3ccccc3)c2n(C)c1=O
  ?, /
CCN(C(=O)CN1CCCCC1C)c1c(N)n(Cc2ccccc2)c(=O)[nH]c1=O (stereo not given)
  ?, /
Cc1cccc(N/C(=N/S(=O)(=O)c2ccccc2)c2ccccc2)n1
  19.4%, -0.9
CCOC(=O)CNC(=O)c1cn(C)c(=O)c2cc(OC)c(OC)cc12
  ?, /
CN(c1ccccc1)S(=O)(=O)c1ccc(Cl)c(C(=O)Nc2ccncc2)c1
  ?, /
CC(=O)NCCOc1nc(N2CCCCC2)nc(N2CCCCC2)n1
  ?, /
COC(=O)C(Sc1nc(C)cc(C)c1C#N)c1ccccc1 (stereo not given)
  -20.3%, 8.5
Cn1nc(C2CC2)cc1NC(=O)CC(CC(=O)O)c1ccccc1 (stereo not given)
  -7.6%, 11.6
CCSC1=C(C#N)C(c2cccs2)C(C(=O)OC)=C(C)N1 (stereo not given)
  ?, /
CCC(Sc1nc2n[nH]c(C)c2c(=N)n1-c1cccc(Cl)c1)C(=O)NCCOC (stereo not given)
  ?, /
Cc1ccc(C(=O)C[n+]2cc(Br)cc(Br)c2)cc1
  2.2%, 18.4
COc1ccc(NC(=O)CNc2ccccc2N2CCCC2=O)cc1S(=O)(=O)N1CCOCC1
  ?, /
Cn1c(=O)c2c(SCCN3CCOCC3)nc(C3CCCC3)nc2n(C)c1=O
  -5.2%, -1.7
COC(=O)COc1ccc(S(=O)(=O)NCCC2=CCCCC2)cc1
  ?, /
Cc1c(Cc2ccccc2)sc(NC(=O)/C=C/c2cccc3ccccc23)c1C(N)=O
  7.7%, -25.0
Cc1cc(C)nc(NC(=S)Nc2ccccc2)n1
  ?, /
COc1ccc(OC)c(S(=O)(=O)N2CCN(CC(O)COc3ccc(C#N)cc3)CC2)c1 (stereo not given)
  4.7%, 23.5
CC(C)c1ccc(O)c(NC(=S)NC(=O)c2ccc3c(c2)OCO3)c1
  ?, /
Cc1ccc(N(CC(=O)NC(C)C)C(=O)CCC(=O)Nc2nccs2)c(C)c1
  ?, /
Cc1cc(C(=O)CSC(C)c2nc3ccccc3c(=O)[nH]2)c(C)n1C (stereo not given)
  ?, /
C=CCOC(=O)C(=O)/C=C/c1csc2ccccc12
  ?, /
O=C(NCc1cccnc1)c1cc(Sc2ccccc2Cl)nc2ccccc12
  16.7%, 4.8
O=C(CCCC1=NS(=O)(=O)c2ccccc2N1)Nc1ccccc1
  ?, /
COc1cccc(CNC(=O)Cc2ccc(OC)c(S(=O)(=O)N3CCOCC3)c2)c1
  i, -0.2
CC(C)C(C)NC(=O)CN1C(=O)NC(c2ccccc2)(c2ccccc2)C1=O (stereo not given)
  ?, /
O=C(Cn1cnc2ccccc2c1=O)Nc1ccccc1N1CCOCC1
  ?, /
CN1C(=O)/C(=C/c2coc3ccc(O)cc3c2=O)SC1=S
  -2.0%, 4.4
Cc1cc(C)cc(N(CC(=O)NCC2CCCO2)C(=O)CCC(=O)Nc2cc(C)on2)c1 (stereo not given)
  ?, /
COC(=O)c1ccccc1CC1SC(N)=NC1=O (stereo not given)
  ?, /
CC1C(=O)N2CCCc3cc(S(=O)(=O)N4CCCCC4)cc1c32 (stereo not given)
  ?, /
Cc1nc(Nc2ccc(S(N)(=O)=O)cc2)sc1-c1ccccc1
  ?, /
CC(=O)Nc1ccc(NC(=O)COc2ccc(-c3ccc(C#N)cc3)cc2)cc1
  ?, /
O=C(Cc1ccccc1)Nc1ccc(F)cc1
  -0.8%, 8.6
COc1cccc(CNC(=O)CC2C(=O)NCCN2Cc2ccoc2)c1OC (stereo not given)
  ?, /

# Looked up by structure from the list above:
# Fields: Lipid storage S3, Lipid storage S3 cell count max
COc1cccc(CNC(=O)Cc2ccc(OC)c(S(=O)(=O)N3CCOCC3)c2)c1
  i, -0.2
COc1cccc(CNC(=O)CC2C(=O)NCCN2Cc2ccoc2)c1OC (stereo not given)
  ?, /
CN1C(=O)/C(=C/c2coc3ccc(O)cc3c2=O)SC1=S
  -2.0%, 4.4
Cc1cc(C)cc(N(CC(=O)NCC2CCCO2)C(=O)CCC(=O)Nc2cc(C)on2)c1 (stereo not given)
  ?, /
CC1C(=O)N2CCCc3cc(S(=O)(=O)N4CCCCC4)cc1c32 (stereo not given)
  ?, /

# Other results follow:
# Fields: Lipid storage S3, Lipid storage S3 cell count max
CSc1cccc(NS(=O)(=O)c2cccc3nsnc23)c1
  ?, /
COc1ccc(-c2csc3ncnc(N4CCN(c5ccc(OC)cc5)CC4)c23)cc1
  -11.7%, 11.5
N#CCC(=O)N/N=C/c1ccc(OCC(=O)Nc2ccc(F)cc2)cc1
  1.8%, 0.3
O=C(Nc1cn(-c2ccccc2)nc1-c1ccc(F)cc1)c1ccccc1
  7.7%, 13.8
CC(CCc1ccccc1)NC(=O)CCN1N=C(c2ccccc2)CCC1=O (stereo not given)
  ?, /
COc1ccc(OC)c(CN2CCCC(C(=O)c3ccccc3SC)C2)c1 (stereo not given)
  1.7%, -3.0
O=C(O)c1cc(S(=O)(=O)N(Cc2ccccc2)c2cccc(C(F)(F)F)c2)ccc1Cl
  ?, /
COCCOC(=O)C(CC(=O)O)NCc1ccco1 (stereo not given)
  -4.5%, 12.7
Cc1ccc(OCC(=O)Nc2ccccc2N2CCCC2)c(C)c1
  ?, /
CN(C)C(=O)c1cn(-c2ccccc2)nc1-c1cc2ccccc2o1
  ?, /
COc1cccc(C2(C)NC(=O)N(CC(=O)c3cc(C)n(C4CC4)c3C)C2=O)c1 (stereo not given)
  14.7%, /
COc1cccc(C(=O)NCCNC(=O)c2ccco2)c1
  ?, /
CCOc1ccc(OCc2ccc(C(=O)N(C)c3ccccc3)o2)cc1
  ?, /
Cc1ccccc1C(=O)Nc1ccc2nc3n(c(=O)c2c1)CCCC3
  -12.1%, 22.5
Cc1ccc(C2=NCCNC2=O)c(C)c1
  ?, /
COc1ccc(-c2c[n+]3c(n2-c2ccccc2)CCCCC3)cc1
  ?, /
COCCN1CCN(C(=O)c2cc(COc3ccc(Cl)cc3OC)on2)CC1
  i, -5.6
